GPR55 beta-arrestin: GPR55 agonists via beta-arrestin recruitment, primary screen, imaging, U2OS cells, beta-arrestin-GFP redistribution (AID 1961); G-protein coupled receptor 55 (Homo sapiens); U2OS GPR55 beta-arrestin-GFP redistribution imaging; higher % means a stronger effect; activation, % at 10 µM; hits with a dose series show EC50 in µM; hit rate 0.048% among 290,000;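 active = activation above 40% with more than 50 cells counted in the well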;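 note: U2OS osteosarcoma cells stably expressing GPR55 and beta-arrestin-GFP; plate controls were DMSO negative control for no effect and LPI positive control for full effect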
SV40 large T antigen: SV40 large T antigen inhibitors, biochemical (AID 1903) | SV40 large T antigen ATPase/helicase inhibition assay; higher % means a stronger effect | inhibition, % at 20 µM, or IC50 in µM where a hit was titrated | hit rate 0.39% among 310,000; in the data active = a potency from the dose series; note: strong numbers were not always called active
NTR1 agonist: agonists of NTR1, primary screen, imaging, U2OS cells, beta-arrestin-GFP, high content (AID 493036) | Neurotensin receptor type 1 (Homo sapiens), P30989 | NTR1-U2OS beta-arrestin-GFP spot imaging, agonist mode | activation, % at 20 µM | hit rate 0.17% among 330,000;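 active = activation at or above 40% of the spot to cytoplasm intensity ratio, with at least 20 cells analyzed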;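 note: 0% = DMSO without peptide and 100% = 100 nM NTR1 peptide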
Target sequence (P30989 whole entry, looked up): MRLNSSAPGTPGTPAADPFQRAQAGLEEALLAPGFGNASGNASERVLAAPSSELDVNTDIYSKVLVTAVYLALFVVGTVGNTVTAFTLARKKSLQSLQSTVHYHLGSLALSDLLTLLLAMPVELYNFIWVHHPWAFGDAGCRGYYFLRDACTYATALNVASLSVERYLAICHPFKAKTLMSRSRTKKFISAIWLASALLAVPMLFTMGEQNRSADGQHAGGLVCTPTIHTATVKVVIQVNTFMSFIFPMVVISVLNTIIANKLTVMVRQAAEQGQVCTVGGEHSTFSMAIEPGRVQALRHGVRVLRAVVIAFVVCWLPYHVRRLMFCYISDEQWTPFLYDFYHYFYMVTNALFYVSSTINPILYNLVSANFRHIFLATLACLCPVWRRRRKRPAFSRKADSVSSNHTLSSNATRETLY
GPR55 LPI antagonism: GPR55 antagonists blocking LPI-driven arrestin recruitment, primary screen, imaging, U2OS, beta-arrestin-GFP, LPI agonist (AID 2013); G-protein coupled receptor 55 (Homo sapiens); U2OS GPR55 beta-arrestin-GFP translocation imaging, LPI antagonism; higher % means a stronger effect; inhibition, % at 10 µM; hits with a dose series show IC50 in µM; hit rate 0.13% among 290,000;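 active = spots per cell inhibited over 60%, with over 100 cells counted and total cytoplasm intensity under 500,000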;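 note: U2OS cells stably carrying GPR55 and arrestin-GFP stimulated by 5 µM LPI near EC80; imaged beta-arrestin-GFP aggregate spots per cell after agonist stimulation; plate controls were LPI-stimulated DMSO wells for no effect and DMSO wells without LPI for full effect; some results filed as inactive read as strong as hits; confirmed hits need IC50 under 10 µM and bright autofluorescent wells are also inconclusive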
MgcRacGAP inhibition: MgcRacGAP GTPase-activating activity inhibitors, confirmation, biochemical, ADP Hunter fluorescence; Rac GTPase-activating protein 1 (Homo sapiens); MgcRacGAP-stimulated Rac1 GTP hydrolysis, ADP Hunter fluorescence; higher % means a stronger effect; GST-tagged Rac1 F28L mutant substrate; inhibition, % at 30 µM, or IC50 in µM where a hit was titrated; hit rate 0.6% among 340,000; AID 624330, 2012;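 active = first-screen hits whose inhibition reached a set limit at any dose in the follow-up dose series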;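 note: fluorescence reports GDP produced by GAP-driven GTP hydrolysis; strong numbers were not always called active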
GPR35 antagonists: GPR35 antagonists blocking zaprinast-driven arrestin recruitment, primary screen, imaging, U2OS, beta-arrestin-GFP, zaprinast agonist (AID 2058); inhibition, % at 10 µM, or IC50 in µM where a hit was titrated; U2OS GPR35 beta-arrestin-GFP translocation imaging, zaprinast antagonism; higher % means a stronger effect; hit rate 0.052% among 290,000; G-protein coupled receptor 35 (Homo sapiens);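 active = inhibition of at least 50% with at least 30 cells and total cytoplasm GFP at most 10,000,000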
LYP phosphatase: inhibitors of LYP phosphatase, biochemical, fluorescence intensity, uHTS (AID 1779) | inhibition, % at 11.5 µM, or IC50 in µM where a hit was titrated | Tyrosine-protein phosphatase non-receptor type 22 (Homo sapiens) | hit rate 0.054% among 290,000 | recombinant LYP phosphatase, fluorescence intensity; higher % means a stronger effect; in the data active = inhibition above about 50%;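 note: plate controls were vehicle with enzyme for no effect and no enzyme for full effect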
Lipid droplet: inhibitors of hepatocyte lipid droplet formation, primary screen, imaging, high-throughput imaging, BODIPY stain. AML12 mouse hepatocytes, oleate lipid droplets. inhibition, % at 6.5 µM. hit rate 0.4% among 240,000. AID 1656, 2009;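 active = lipid droplet intensity inhibited by at least 50%, with more than 500 cells counted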
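Material: mouse AML12 hepatocyte cell line, fixed after treatment; Timing: compound with oleate, overnight; Technique: high-content imaging of BODIPY-stained droplets and DAPI nuclei; Probe or stimulus: oleate, 100 µM final; Dosing: compound at 6.5 µM only.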
T cell modulator: modulators of CD8 T cell-vesicle binding, primary screen, mouse 2C CD8+ T cells, flow cytometry; 2C CD8+ T cell-vesicle binding; hits give low values; calls only at 7 µM; hit rate 0.068% among 330,000; AID 2052, 2009;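 active = response, share of CD8 T cells binding vesicles, and their 90th percentile fluorescence all below set limits, cut at about 80% in these data, passing the limit was not always enough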
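Read-out – percent CD8+ FL2 mean versus row control · System – murine 2C transgenic CD8+ T lymphocytes · Times – 1.5 h cell–vesicle binding at 37 °C, then 20 min icy labelling · Control set – naked vesicles low, QL9 vesicles with vehicle high · Detection – cytometric PE anti-B7-1 and Alexa647 anti-CD8 signals after 1% paraformaldehyde fixation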
Lipid droplet cells 6.5 µM: recorded beside Lipid droplet, whose call it bears; cell count; measured here: cell count, cytotoxicity flag;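 cells counted across two imaged fields per well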
T cell modulator vesicle-bound %: recorded beside T cell modulator, whose call it bears; double positive events, %; measured here: CD8+ vesicle-bound cell fraction;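 binding gate set so that unloaded-vesicle control wells show 10% double positive cells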
NTR1 agonist cell count 20 µM: second read-out of NTR1 agonist, no call of its own (marks repeat the call); cell count; measured here: cell count, cytotoxicity flag
* = called active by the depositor; i = inactive; nt = not tested or not shown.

SMILES | GPR55 beta-arrestin | SV40 large T antigen | NTR1 agonist | NTR1 agonist cell count 20 µM | GPR55 LPI antagonism | MgcRacGAP inhibition | GPR35 antagonists | LYP phosphatase | Lipid droplet | Lipid droplet cells 6.5 µM | T cell modulator | T cell modulator vesicle-bound %
Cc1ccc(Nc2nc(CSc3nnnn3-c3ccccc3)cc(=O)[nH]2)cc1 | 0.0% | -2% | 3.9 | 96 | 18% | -1% | -6% | -3% | -14 | 699 | i | 5
O=C(CSc1nnnn1-c1ccccc1)Nc1ncc(Cc2cccc(Cl)c2Cl)s1 | -0.1% | 25% | 1.5 | 68 | 4% | 5% | 11% | -6% | -7 | 662 | i | 52
Cc1cc(C)cc(OCc2ccc(C(=O)O)o2)c1 | -0.1% | 11% | -0.2 | 90 | -2% | 8% | -3% | 2% | 24 | 699 | i | 32
Cc1cc(C)nc(SC2CCCCC2NS(=O)(=O)c2ccc(Cl)cc2)n1 (centres undefined) | -0.4% | 5% | -0.3 | 68 | 7% | 3% | 4% | 2% | -1 | 566 | i | 53
C=CCNC(=O)C1=NN(c2c(F)c(F)cc(F)c2F)C(=O)CC1 | 1.5% | 5% | 1.8 | 93 | -9% | nt | -4% | -14% | 4 | 708 | i | 22
COc1ccc(N(CN2C(=O)c3ccccc3C2=O)C(=O)C(C)C)cc1 | -0.2% | 0% | 2.5 | 66 | 7% | 6% | 3% | -8% | nt | nt | i | 46
CN(C)c1ccc(NC(=S)c2ccc3ccccc3n2)cc1 | 0.6% | 24% | 1.5 | 65 | -8% | 18% | 6% | -4% | 47 | 813 | i | 53
COc1ccc(Nc2c3c(nc4ccccc24)CCCC3)cc1OC | 0.5% | 18% | 2.2 | 73 | -6% | 19% | -9% | -3% | -7 | 731 | i | 48
C#Cc1ccc(C(=O)Nc2cc(C(N)=O)ccc2N2CCOCC2)cc1 | -0.2% | 1% | 0.0 | 64 | -7% | 5% | 11% | -4% | nt | nt | i | 25
S=C(NCCc1ccc(Cl)cc1)NC1CCCCC1 | 0.0% | 3% | 2.8 | 44 | 0% | 12% | -2% | -4% | -22 | 782 | i | 5

Ordered by value in MgcRacGAP inhibition (lowest first): some entries from above
molecule	MgcRacGAP inhibition
O=C(CSc1nnnn1-c1ccccc1)Nc1ncc(Cc2cccc(Cl)c2Cl)s1	5%
COc1ccc(N(CN2C(=O)c3ccccc3C2=O)C(=O)C(C)C)cc1	6%
S=C(NCCc1ccc(Cl)cc1)NC1CCCCC1	12%

More results.
SMILES | GPR55 beta-arrestin | SV40 large T antigen | NTR1 agonist | NTR1 agonist cell count 20 µM | GPR55 LPI antagonism | MgcRacGAP inhibition | GPR35 antagonists | LYP phosphatase | Lipid droplet | Lipid droplet cells 6.5 µM | T cell modulator | T cell modulator vesicle-bound %
O=C(COC(=O)c1cccnc1Nc1cccc(C(F)(F)F)c1)NCCN1C(=O)CSC1=O | -0.2% | 11% | -0.6 | 86 | 0% | 2% | 6% | 6% | nt | nt | i | 21
CC(C)CN(C(=O)COC(=O)c1ccc2ccccc2c1)c1c(N)n(Cc2ccccc2)c(=O)[nH]c1=O | nt | 13% | 3.8 | 54 | nt | 3% | nt | nt | nt | nt | i | 30
CC(=O)NC(Cc1ccccc1)Cc1ccccc1 | -0.1% | 3% | -0.7 | 81 | 3% | 9% | 9% | -6% | 0 | 851 | i | 45
Cc1cc(=O)oc2cc(OCC(=O)Nc3ccccc3C(=O)O)ccc12 | -0.2% | 9% | -0.7 | 53 | 18% | 2% | 11% | -6% | 7 | 798 | i | 29
CCCSc1nc2c(cnn2-c2ccccc2)c(=O)[nH]1 | -0.1% | -3% | 3.8 | 66 | 0% | 1% | -12% | -6% | 5 | 719 | i | 27
CCCCNC(=O)CC1N=C2c3ccccc3N=C(SCC(=O)Nc3ccccc3C)N2C1=O (centres undefined) | 0.0% | 0% | 0.1 | 63 | 6% | 6% | -4% | -10% | -5 | 799 | i | 44
COc1ccc(CN(C)C(=O)CNC(=O)c2ccc3ccccc3c2)c(OC)c1 | -0.4% | -5% | 0.3 | 52 | 9% | 10% | 16% | -2% | 25 | 755 | i | 22
CCN1CCN(CCNC(=O)CCCn2nc(C)c3c(C)n(-c4ccc(C)cc4)nc3c2=O)CC1 | -0.1% | 8% | 0.2 | 71 | -2% | 2% | 20% | -13% | -6 | 729 | i | 13
CCCCN(CC)C(=O)CN1C(=O)c2ccccc2C1=O | 0.3% | 5% | -0.7 | 57 | 10% | 1% | 8% | -9% | 12 | 818 | i | 24
O=C(Nc1ccc2c(c1)OCO2)C1CC(c2c(F)cccc2Cl)=NO1 (centres undefined) | -0.1% | 4% | 0.4 | 56 | 5% | 0% | 2% | -1% | nt | nt | i | 47
CC(C)(C)NC(=O)CN(C(=O)c1ccc(Cl)nc1)c1cccc2ccccc12 | -0.2% | 9% | 0.2 | 57 | 5% | -4% | -2% | -8% | 0 | 722 | i | 55
CC1CCCCN1C(=S)Nc1ccc(OC(F)F)cc1 (centres undefined) | -0.2% | -2% | 1.1 | 46 | -7% | 2% | -16% | -8% | -2 | 647 | i | 54
CCOC(=O)c1cnc(-n2nc(C)cc2C)nc1Nc1ccc(C)cc1 | -0.2% | 0% | nt | nt | 3% | 4% | -5% | 9% | 3 | 682 | nt | nt
Cc1cc(C)nc(NS(=O)(=O)c2ccc(NC(=O)CCCN3C(=O)c4ccccc4C3=O)cc2)n1 | 0.3% | -1% | 0.9 | 57 | 6% | 4% | -3% | 0% | nt | nt | i | 28
Nn1c(SCc2nc3ccccc3[nH]2)nnc1C1CCCCC1 | -0.2% | 9% | -2.2 | 74 | -5% | 1% | -8% | -6% | nt | nt | i | 43
CN1CCN(NC(=S)Nc2ccc(OC(F)F)cc2)CC1 | -0.3% | 10% | 2.6 | 52 | 6% | -1% | -1% | -6% | -5 | 701 | i | 31
COc1ccc(CCN2CC(C(=O)Nc3ccc(S(C)(=O)=O)cc3)CC2=O)cc1OC (centres undefined) | nt | 18% | 0.0 | 65 | nt | 0% | nt | nt | nt | nt | i | 50
O=C(CSc1nnc(CNC(=O)c2cccs2)o1)c1ccccc1 | -0.1% | 8% | -1.0 | 68 | 3% | 7% | -1% | -6% | 4 | 756 | i | 51
CCC(C)[C@H](NC(=O)NCCCOC(C)C)C(=O)OC (some centres undefined) | 0.3% | 7% | -0.4 | 65 | 3% | 12% | 14% | -4% | 14 | 774 | i | 21
c1ccc(CSC2=NCCS2)cc1 | 0.1% | 14% | 0.2 | 37 | -5% | 4% | 11% | -5% | 13 | 733 | i | 62
COc1ccc(CCCc2nnc(SCC(=O)Nc3cc(C)c(C)cc3Br)o2)cc1 | -0.3% | 6% | 1.2 | 96 | 2% | 7% | 6% | 12% | nt | nt | i | 13
COc1ccc(-n2c(O)c(C=NC3CC3)c(=O)[nH]c2=O)cc1 | -0.3% | -1% | 1.1 | 42 | -8% | 9% | 3% | -4% | nt | nt | i | 34
O=C(O)CC1S/C(=N\N=C/c2ccccc2)N(c2ccc(O)cc2)C1=O (centres undefined) | 0.0% | 5% | -1.7 | 56 | 18% | 5% | -11% | 0% | nt | nt | i | 18
CCOC(=O)C1=C(CCc2ccccc2)NC(=O)NC1c1ccc(C#N)cc1 (centres undefined) | nt | 13% | 8.0 | 87 | nt | 5% | nt | nt | nt | nt | i | 19
COCCN(CCOC)S(=O)(=O)c1ccc(C(=O)Nc2sc3c(c2C(N)=O)CCCCC3)cc1 | 0.1% | 16% | 0.3 | 57 | 4% | 7% | 1% | -4% | -7 | 595 | i | 55
Cn1c(CCCOc2ccc(Cl)cc2Cl)n[nH]c1=S | -0.1% | 27% | -0.5 | 75 | -11% | -11% | 7% | -7% | -2 | 754 | i | 38
CCOc1cc(C)nc(N2CCN(C3CCCCC3)CC2)n1 | 0.3% | 4% | 0.9 | 45 | 36% | 4% | 3% | 6% | 6 | 782 | i | 11
COc1ccccc1CN(C)C(=O)c1sccc1-c1ccccc1 | 0.3% | 9% | 4.2 | 59 | -2% | 0% | -11% | -8% | -34 | 690 | i | 58
COc1cc(C)c(S(=O)(=O)n2nnc3ccccc32)cc1C | 0.0% | -2% | -0.8 | 65 | -12% | -4% | -3% | -4% | -3 | 749 | i | 7
COc1ccc(CNC(=O)c2cc(-c3cc(C)ccc3O)n[nH]2)cc1 | -0.1% | 3% | 2.0 | 64 | 6% | 13% | 5% | -4% | -1 | 626 | i | 23
CCN(CC)CCNC(=O)CCn1c(=S)[nH]c2cc3c(cc2c1=O)OCO3 | -0.1% | 6% | 2.3 | 72 | 3% | 19% | 6% | -1% | -5 | 628 | i | 16
Cc1sc2ncn(CC(=O)NCc3ccccc3)c(=O)c2c1C | -1.5% | 4% | 1.9 | 63 | 7% | 3% | 18% | 2% | -5 | 756 | i | 29
CCCCNC(=S)Nc1ccc2nc(N3CCN(CC)CC3)cc(C)c2c1 | -0.1% | 5% | -2.4 | 65 | 7% | 10% | 0% | -5% | -60 | 420 | i | 34
COc1ccc(C(=O)Cn2nc(CNc3ccc(Br)cc3)[n+]3c2CCCCC3)cc1 | -0.4% | 12% | -0.9 | 59 | 9% | 7% | 1% | -9% | -2 | 674 | i | 9
Cc1ccc(CNC(=O)c2ccc(S(=O)(=O)N(C)C)cc2)n1C | 0.2% | 1% | -0.5 | 56 | -8% | 3% | 5% | -6% | 1 | 826 | i | 26
COC(=O)C1=C(C)N(Cc2ccc(OC)cc2)C(=O)/C1=C\c1ccco1 | 0.1% | 11% | 1.8 | 46 | 0% | 14% | -3% | 9% | -6 | 679 | i | 36
CCOC(=O)CC/C(=N\NC(N)=O)c1ccc(OC)c(Cl)c1 | nt | 21% | -2.1 | 68 | nt | 9% | nt | nt | nt | nt | i | 41
COc1cc(O)oc1C=Nc1ccccc1 | -2.3% | 0% | -1.7 | 94 | -8% | 10% | 17% | -11% | nt | nt | i | 23
